# AmpC detergent – inhibitors of E. coli AmpC beta-lactamase with detergent; AmpC hydrolysis of nitrocefin, absorbance 480 nm, 0.01% Triton; 0.041% of 370,000 active; P00811; Potency, µM (highest dose often 114 µM), for the others: at the highest dose activity change, negative = inhibition, actives largely listed as inhibitors;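 also: potency is read from the fitted curve at half-maximal effect; 0% = no-compound wells and -100% = no-enzyme wells; nearly all actives have a fitted effect of over 25% in size; some results filed as inactive show a strong effect at the top dose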
# Target sequence (P00811 whole entry, looked up): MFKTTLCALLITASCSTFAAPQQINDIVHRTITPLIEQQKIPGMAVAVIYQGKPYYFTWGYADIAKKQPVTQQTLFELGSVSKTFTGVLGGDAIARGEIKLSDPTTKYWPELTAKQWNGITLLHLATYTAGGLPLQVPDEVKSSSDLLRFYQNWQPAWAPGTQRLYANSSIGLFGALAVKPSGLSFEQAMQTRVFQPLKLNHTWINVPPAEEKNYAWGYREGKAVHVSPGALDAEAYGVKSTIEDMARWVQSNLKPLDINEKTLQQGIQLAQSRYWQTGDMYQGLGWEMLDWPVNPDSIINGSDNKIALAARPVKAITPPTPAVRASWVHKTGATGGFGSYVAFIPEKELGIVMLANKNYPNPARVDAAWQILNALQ
#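 AmpC (5.3 nM in the dispensed reagent) in 20 mM phosphate pH 7.0 with 0.01% (detergent screen) or 0.0001% Triton X-100 was preincubated with compounds for 15 min at room temperature. Nitrocefin was then added from an 800 uM solution, and hydrolysis was followed at 480 nm.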
# HCMV inh – inhibitors of human cytomegalovirus; HFF cells, HCMV-luciferase reporter, 72 h; hits give low values; activity change, negative = inhibition, % at 57.5 µM; 4.5% of 410,000 active; in the data active = activity change below about -60%; inconclusive = no clear call, values can overlap the other calls; inactive = above about -39%
#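 Two-dose cell screen: HFF monolayers treated with compounds and infected with luciferase-expressing HCMV at 1 PFU/cell, 72 h at 37C, then lysed for luciferase measurement.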
# Sm TGR inh – blocks Schistosoma mansoni thioredoxin glutathione reductase. purified TGR, DTNB reduction, TNB absorbance 405 nm. Potency, µM (highest dose often 114 µM), without a hit: top-dose activity change, negative = inhibition, most hits filed as inhibitors. 3% of 360,000 active. AID 485364; also: potency is read from the fitted curve at half-maximal effect; nearly all actives have a fitted effect of over 60% in size
#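 TGR 20 nM + NADPH 100 uM (dispensed conc.), cpd preinc 15 min RT; start with NADPH (500 uM addition) then DTNB (15 mM addition). Kinetic TNB absorbance, 405 nm filter. Four-parameter Hill fit across titration.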
# AMA1-RON2 inh – inhibitors of Plasmodium falciparum AMA1-RON2 interaction | AID 720542 | 0.2% of 360,000 active | Potency, µM (doses to about 58.2 µM), for the others: at the top dose activity change, negative = inhibition, usual class: inhibitors | AlphaScreen AMA1-biotinylated RON2 peptide binding;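 also: potency is read from the fitted curve at half-maximal effect; 0% = vehicle wells and -100% = peptide control; nearly all actives have a fitted effect of over 45% in size; some results filed as inactive show a strong effect at the top dose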
#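 AMA1 (3D7) with his tag at 25 nM final met compounds first, then biotinylated RON2 peptide at 25 nM; detection used donor plus acceptor beads, 10 µg/mL apiece, read by AlphaScreen after 30 min at room temperature.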
# FBPA Giardia inh – blocks Giardia fructose-bisphosphate aldolase activity; 0.71% of 290,000 active; purified Giardia FBPA; Potency, µM (highest dose often 59.6 µM), for the others: top-dose activity, negative = inhibition, most hits filed as inhibitors; A8B2U2; also: potency is read from the fitted curve at half-maximal effect; nearly all actives have a fitted effect of over 55% in size
# Target sequence (A8B2U2 whole entry, looked up): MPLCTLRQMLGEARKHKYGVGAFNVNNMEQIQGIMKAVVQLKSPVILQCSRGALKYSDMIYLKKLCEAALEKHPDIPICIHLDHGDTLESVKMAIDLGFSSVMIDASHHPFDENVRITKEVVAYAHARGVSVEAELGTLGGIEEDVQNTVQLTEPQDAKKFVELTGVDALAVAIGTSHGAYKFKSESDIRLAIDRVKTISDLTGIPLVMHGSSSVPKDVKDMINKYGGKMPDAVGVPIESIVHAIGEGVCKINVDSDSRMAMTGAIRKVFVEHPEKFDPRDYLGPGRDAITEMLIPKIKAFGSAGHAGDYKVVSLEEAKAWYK
#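 40 nM FBPA preincubated 10 min at RT with compound (up to 57.5 uM final), then substrate plus GAPDH/TPI/NAD/arsenate coupling and diaphorase/resazurin added. Fluorescence read after 20 min at RT, 525/598 nm.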
# AmpC no deterg – blocks E. coli AmpC beta-lactamase in detergent-free assay; AmpC nitrocefin hydrolysis, absorbance 480 nm, 0.0001% Triton; Potency, µM (highest dose often 57.1 µM), inactives show top-dose activity change, negative = inhibition, most hits filed as inhibitors; 0.52% of 330,000 active;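 also: potency is read from the fitted curve at half-maximal effect; plate controls were no compound for no effect and no enzyme for full effect; nearly all actives have a fitted effect of over 20% in size; some results filed as inactive show a strong effect at the top dose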
#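 AmpC (5.3 nM in the dispensed reagent) in 20 mM phosphate pH 7.0 with 0.01% (detergent screen) or 0.0001% Triton X-100 was preincubated with compounds for 15 min at room temperature. Nitrocefin was then added from an 800 uM solution, and hydrolysis was followed at 480 nm.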
# * = called active by the depositor; u = inconclusive; x = not tested or not shown; & = joins results of further samples; [ ] = another dose, or the depositor's remark. Unless noted, calls follow the shape of the dose curve; as a rule, active = well fitted curve in the direction sought with a large enough effect; inconclusive = small, poorly fitted or top-dose-only effect, or another doubt; inactive = no such curve, though single readings can be large; an effect the other way counts as inactive or inconclusive. Unless noted, % is scaled to controls: 0 for no effect and ±100 for the full control effect. No enrichment for hits; overall some 7.8% were active at least once.
1. N#CCSc1n[nH]c2nc3c(c(=O)n12)C1(CCCC1)Cc1ccccc1-3
2. C=CCOc1c(CNC2CCCC2)cc(Cl)cc1OC
3. Cc1ccc(-c2nnc(Nc3cccc(Cl)c3)c3ccccc23)cc1S(=O)(=O)N1CCOCC1
4. COc1ccc(/C(C)=N/NC(=O)c2ccccc2N)cc1
5. CCc1ccc(OCC(=O)N2CCN(c3ccccn3)CC2)c(Br)c1
6. CSc1cccc(CN2CCN(CCc3ccccc3)C(CCO)C2)c1 (centres undefined)
7. O=C(c1cnc2sccn2c1=O)N1CCCc2ccccc21
8. O=C(CN(CC1CCCO1)C(=O)CNS(=O)(=O)c1ccc(Cl)cc1)NCc1ccc(F)cc1 (centres undefined)
Assay by compound | 1 | 2 | 3 | 4 | 5 | 6 | 7 | 8
AmpC detergent | u | -11% | 11% | u | 2% | 1% | u | -11%
HCMV inh | 8 | 16 | -13 | 31 | 8 | -32 | 18 | -18
Sm TGR inh | -2% | 6% | -3% | 1% | -11% | -5% | 1% | 0%
AMA1-RON2 inh | 9% | -6% | x | 6% | -8% | -2% | -4% | 8%
FBPA Giardia inh | u | -2% | x | 1% | x | 2% | 6% | 2%
AmpC no deterg | -47% | -20% | x | -18% | 241%[activator] | 75%[activator] | -1% | 67%[activator]

# Pulled by compound from the list above, 6 records:
4. COc1ccc(/C(C)=N/NC(=O)c2ccccc2N)cc1
6. CSc1cccc(CN2CCN(CCc3ccccc3)C(CCO)C2)c1 (centres undefined)
5. CCc1ccc(OCC(=O)N2CCN(c3ccccn3)CC2)c(Br)c1
8. O=C(CN(CC1CCCO1)C(=O)CNS(=O)(=O)c1ccc(Cl)cc1)NCc1ccc(F)cc1 (centres undefined)
3. Cc1ccc(-c2nnc(Nc3cccc(Cl)c3)c3ccccc23)cc1S(=O)(=O)N1CCOCC1
1. N#CCSc1n[nH]c2nc3c(c(=O)n12)C1(CCCC1)Cc1ccccc1-3
Assay by compound | 4 | 6 | 5 | 8 | 3 | 1
AmpC detergent | u | 1% | 2% | -11% | 11% | u
HCMV inh | 31 | -32 | 8 | -18 | -13 | 8
Sm TGR inh | 1% | -5% | -11% | 0% | -3% | -2%
AMA1-RON2 inh | 6% | -2% | -8% | 8% | x | 9%
FBPA Giardia inh | 1% | 2% | x | 2% | x | u
AmpC no deterg | -18% | 75%[activator] | 241%[activator] | 67%[activator] | x | -47%

# (cont.)
9. COc1ccc(/C=C2\CCCC(C(=O)C(F)(F)F)=C2O)cc1OC
10. COc1ccccc1C(N)=S
11. O=C(Nc1ccc(S(=O)(=O)N2CCOCC2)cc1)c1ccccc1F
12. O=C(NCc1ccc(F)cc1)C1CCCCN1S(=O)(=O)c1ccc(F)cc1 (centres undefined)
13. COc1ccc(CNC(=O)CN2C(=O)CC(c3ccccc3)=Nc3ccccc32)cc1
14. Cc1ccc(-n2ncc3c(N4CCCCCC4)ncnc32)cc1Cl
15. O=C1C=C(c2ccc(-c3ccccc3)c(F)c2)C[C@@H](c2ccc(F)cc2)C1
16. CC(C)(C)NC(=O)C1Cc2ccccc2CN1 (centres undefined)
Assay by compound | 9 | 10 | 11 | 12 | 13 | 14 | 15 | 16
AmpC detergent | 1% | -5% | u | 6% | 3% | 9% | -6% | -14%
HCMV inh | x | -10 | -13 | 1 | 21 | -90* | 16 | -8
Sm TGR inh | 32µM* | -5% | -7% | 13% | 15% | 10% | 0% | 6%
AMA1-RON2 inh | x | 8% | -1% | x | -8% | x | 4% | 0%
FBPA Giardia inh | u | -2% | 1% | x | 7% | x | x | 4%
AmpC no deterg | 1% | -8% | -4% | x | -10% | x | -24% | -8%

17. CCOc1ccc(C(=O)OC(C)C(=O)N2CCN(Cc3ccccc3)CC2)cc1 (centres undefined)
18. CCOC(=O)C1(CCc2ccccc2)CCN(C(=O)CCc2cnccn2)CC1
19. Cc1onc(-c2c(F)cccc2Cl)c1C(=O)Nc1c(C)n(C)n(-c2ccccc2)c1=O
20. Cc1cccc(OCCC(=O)Nc2c(C)n(C)n(-c3ccccc3)c2=O)c1
21. Cc1ccccc1C(=O)N1CCC(C(=O)NC(C)c2ccc(-n3ccnc3)cc2)CC1 (centres undefined)
22. C#CCNC(=O)C1=C[C@@H](C2CC2)C[C@@H](OCCCCO)O1
23. COc1ccc(C)cc1NC(=O)CN1C(=O)COc2ccc(S(=O)(=O)N3CCOCC3)cc21
24. Cc1ccc(S(=O)(=O)NCCc2csc3nc(-c4ccccc4F)nn23)cc1C
Assay by compound | 17 | 18 | 19 | 20 | 21 | 22 | 23 | 24
AmpC detergent | x | u | -2% | u | 6% | -4% | 2%&20% | 20%
HCMV inh | 0 | 27 | 11 | -18 | -24 | -5 | -33&-8 | -6
Sm TGR inh | x | 21% | -5% | 5% | -15% | u | 6%&1% | -3%
AMA1-RON2 inh | -9% | -9% | 5% | 2% | -1% | 16% | 7% | x
FBPA Giardia inh | x | 2% | 0% | 5% | x | -9% | 0% | x
AmpC no deterg | 135%[activator] | 152%[activator] | 0% | -9% | 314%[activator] | -3% | 4% | x

25. COC(=O)c1ccc(Oc2nc3c(c(=O)n(C)c(=O)n3C)n2C(C)C)cc1
26. Nc1c(C(=O)NCC2CCCO2)sc2nc3c(c(-c4ccco4)c12)CC/C3=C\c1ccco1 (centres undefined)
27. CCCC(=O)Nc1ccc2c(c1)nc(CCN1CCCCC1)n2C
28. CCN(CC(=O)Nc1ccc(NC(C)=O)cc1)C(=O)c1cccc(S(=O)(=O)N2CCc3ccccc3C2)c1
29. COC(=O)C1=C(C)n2cnnc2NC1c1ccc(Cl)cc1 (centres undefined)
30. O=C1NCC(NC(=O)C(F)(F)F)c2cc3c(cc21)OCO3 (centres undefined)
31. CCOc1ccc(-n2c(Cc3ccccc3)nnc2SCc2c(C)noc2C)cc1
32. CN1CCN(c2ccccc2NC(=O)c2c(F)cccc2F)CC1
Assay by compound | 25 | 26 | 27 | 28 | 29 | 30 | 31 | 32
AmpC detergent | -3% | -6% | -1% | -1% | -3% | -4% | 3% | u
HCMV inh | 1 | u | 7 | 8 | 12 | 15 | -13 | -15
Sm TGR inh | 10% | 18µM* | 4% | u | 1% | -19% | -21% | 4%
AMA1-RON2 inh | x | 8.9µM* | -8% | -18% | -3% | -22% | 5% | 1%
FBPA Giardia inh | x | u | -3% | x | -5% | -2% | 10% | 2%
AmpC no deterg | x | 0% | -40% | 63%[activator] | -90% | -19% | 123%[activator] | -9%

33. COC(=O)c1cc(N2CCNCC2)nc2ccccc12
34. CSc1cccc(NC(=O)/C=C/c2ccccc2)c1
35. Cc1ccc(S(=O)(=O)N2CCC(=O)N(CCOC(=O)Nc3ccc(C)c(C)c3)CC2)cc1
36. O=C(O)COc1ccccc1-c1ccccc1
37. Cc1ccc(NC(=O)CCS(=O)(=O)c2cc3c4c(c2)CCN4C(=O)CC3)c(C)c1
38. Cc1c(Cl)cccc1NC(=O)CCCn1nc([N+](=O)[O-])cc1C
39. COc1ccc(NC(=O)CSCC(=O)N2CCN(c3cccc(C(F)(F)F)c3)CC2)cc1
40. CN(C)S(=O)(=O)N(CC(=O)NCCSCc1ccc(Cl)cc1)c1ccccc1
Assay by compound | 33 | 34 | 35 | 36 | 37 | 38 | 39 | 40
AmpC detergent | -4% | u | -25% | 4% | 3% | 0% | u | 0%
HCMV inh | -21 | 15 | -10 | 0 | -5 | u | -29 | -25
Sm TGR inh | -11% | 2% | -12% | 11% | 1% | -9% | 0% | 1%
AMA1-RON2 inh | -7% | -4% | -2% | -1% | x | -6% | 1% | -7%
FBPA Giardia inh | -13% | -14% | 0%&0% | 13% | x | -1% | x | 0%
AmpC no deterg | 3% | -33% | 204%[activator] | -15% | x | -9% | 79%[activator] | 62%[activator]

41. CCOC(=O)c1c(NC(=O)C[n+]2ccc(N(C)C)cc2)sc(C)c1C
42. CCOC(=O)N1CCN(C2=CC(=O)OC23CCCCC3)CC1
43. CCC1CCCCN1CCCNC(=O)Cn1c(=O)c2cccn2c2ccccc21 (centres undefined)
44. COC(=O)C1=C(C)NC(C)=C(C(=O)OC)C1C(=O)OCCN1C(=O)c2ccccc2C1=O
45. O=C(COc1ccccc1[N+](=O)[O-])OCC(=O)N1CCC(Cc2ccccc2)CC1
46. Cc1c(NC(=O)CC(C)C)c(=O)n(-c2ccccc2)n1C
47. CCOc1nc2cnccc2n(CC(=O)Nc2c(F)c(F)cc(F)c2F)c1=O
48. CCN1CCCC1CNC(=O)C1CCCN(S(=O)(=O)c2cccc3nsnc23)C1 (centres undefined)
Assay by compound | 41 | 42 | 43 | 44 | 45 | 46 | 47 | 48
AmpC detergent | u | 1% | -9% | -8% | 5% | u | -9% | -22%
HCMV inh | u | -35 | -17 | 10&-27 | 33 | -23 | -4 | 34
Sm TGR inh | 9% | 6% | -2% | -5% | -12% | 1% | 1% | -4%
AMA1-RON2 inh | 4% | 0% | -5% | 3%&0% | 6% | -1% | -6% | 1%
FBPA Giardia inh | 2% | 5% | -14% | 3% | 7% | -4% | x | -28%
AmpC no deterg | 48% | -9% | -19% | -4% | 22% | -17% | -10% | 29%

49. COc1ccc(N(Cc2cccs2)C(=O)COc2ccc(C(C)C)cc2)cc1
50. Cc1ccc(NC(c2ccccc2)c2nc3ccccc3[nH]c2=O)cc1 (centres undefined)
51. CCN(CC(=O)NCc1ccc(Cl)cc1)C(=O)c1ccc(S(=O)(=O)NCc2ccco2)cc1
52. CCS(=O)(=O)c1nc(S(=O)(=O)c2ccc(C)cc2)c(N2CCOCC2)s1
53. COc1ccc2[nH]c3c(c2c1)CCNC3
54. Cn1c(SCC(=O)N2CCCC2)nnc1-c1ccc(S(=O)(=O)N2CCCC2)cc1
55. CSc1nnc(C)c(=O)n1COC(=O)c1ccc(S(=O)(=O)N(C)C)cc1
56. COc1ccc(C(=O)Nc2c(N)nc(SCC(=O)Nc3ccc(C(C)=O)cc3)[nH]c2=O)cc1
Assay by compound | 49 | 50 | 51 | 52 | 53 | 54 | 55 | 56
AmpC detergent | 23% | -2% | 1% | 1% | -9% | 1% | 7% | -11%
HCMV inh | 4 | u | -20 | -5 | 0 | -18 | 35 | 36
Sm TGR inh | 3% | 10% | -16% | -5% | u | 8% | -20% | 1%
AMA1-RON2 inh | x | -4% | 24% | 13% | -13% | 9% | 12% | 31%[activator]
FBPA Giardia inh | x | -2% | x | x | -1% | 1% | 0% | x
AmpC no deterg | x | u | 30% | 40% | -19% | -8% | -33% | -3%

57. O=C(Nc1ccc(Br)cn1)C1CCN(S(=O)(=O)c2cccs2)CC1
58. CC1CCN(C(=O)c2[nH]cnc2C(=O)Nc2cccc(Cl)c2)CC1
59. O=C(CCNC(=O)c1ccc([N+](=O)[O-])cc1)Nc1ccccc1N1CCOCC1
60. CC(C)C(=O)Nc1ccc2c(c1)C(=O)NC2=O
Assay by compound | 57 | 58 | 59 | 60
AmpC detergent | 3% | -5% | -5% | -5%
HCMV inh | -89* | 0 | 0 | -14
Sm TGR inh | 2% | 3% | 6% | -14%
AMA1-RON2 inh | 5% | 52%[activator] | 8% | -4%
FBPA Giardia inh | 0% | x | 0% | 0%
AmpC no deterg | -25% | -21% | -2% | -37%

# Screens (PubChem)
